Fibroblast inh – blocks proliferation of human lung fibroblasts; hit rate 1.1% among 85,000; LL 47 human lung fibroblast viability, ATP luminescence; stronger effect = lower value; AID 719; viability, % at 10 µM;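 active means viability at or below 50% in the single dose screen; inactive means viability above 50%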;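 further: compound exposure lasted 72 h before the ATP readout; 100% = median luminescence of untreated cell-only wells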
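Test system: LL 47 human lung fibroblasts / Incubation: 72 h compound exposure at 37 °C after overnight plating / Technique: luminescent ATP detection, CellTiter-Glo / Compound dosing: 0.1% DMSO in all compound wells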
HUVEC prolif 384 – human endothelial cell proliferation inhibition | HUVEC proliferation, CellTiter-Glo luminescence, 72 h; stronger effect = lower value | viability, % at 10 µM (by protocol) | AID 648 | hit rate 1.1% among 86,000;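 active means viability at or below 30%; inactive means viability above 30%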;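 further: 100% = median luminescence of DMSO-only cell control wells on each plate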
PostGolgi yeast – growth inhibition of a yeast mutant, post-Golgi transport screen. post-Golgi transport phenotypic cell assay. inhibition, % at 10 µM. hit rate 0.9% among 98,000. AID 739;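 further: yeast cells grown in 1536-well plates; yeast grown about 18 h at 30C before absorbance read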
S1P2 blocker – antagonists of human S1P2 receptor; inhibition, % at 5 µM; AID 736; cell-based S1P2 antagonist assay, inhibition at 5 uM; O95136; hit rate 0.21% among 97,000; in the data active means inhibition above about 45%;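 further: CRE beta-lactamase reporter cells expressing human S1P2 stimulated with S1P; 0% = agonist at EC80 alone and 100% = agonist plus reference antagonist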
Target sequence (O95136 whole entry, looked up): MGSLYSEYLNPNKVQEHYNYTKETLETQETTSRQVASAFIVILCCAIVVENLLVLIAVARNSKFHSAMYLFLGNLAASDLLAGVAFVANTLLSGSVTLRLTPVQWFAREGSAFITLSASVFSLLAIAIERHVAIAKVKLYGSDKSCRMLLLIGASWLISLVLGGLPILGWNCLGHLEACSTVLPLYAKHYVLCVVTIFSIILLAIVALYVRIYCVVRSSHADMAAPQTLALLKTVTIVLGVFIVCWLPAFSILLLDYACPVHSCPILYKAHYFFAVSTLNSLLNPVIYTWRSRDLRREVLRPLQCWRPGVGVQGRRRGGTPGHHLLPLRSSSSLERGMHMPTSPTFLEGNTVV
PostGolgi ctrl – yeast control strain growth, post-Golgi counter-screen | efflux-deficient yeast background strain, growth absorbance A615, 16 h | inhibition, % at 10 µM | hit rate 5% among 98,000 | AID 738
S1P2 ag – activates the human S1P2 receptor. O95136. S1P2-expressing cell line, agonist reporter read-out. activation, % at 4.5 µM. hit rate 0.46% among 97,000; in the data active means activation above about 16%;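 further: 0% = vehicle low control and 100% = maximal reference agonist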
hDAT+cocaine – modulates human dopamine transporter uptake under cocaine; Q01959; LLC-PK1 hDAT cells, [14C]-dopamine uptake with cocaine IC80; actives deviate in either direction; B-score at 10 µM; hit rate 1.3% among 110,000;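 active means Z score or B-score, a plate-position-corrected score, falls beyond the plate's 99.7% confidence bounds, in either direction; inactive means both scores lie inside the 99.7% bounds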;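 further: scored against the spread of the other compound wells on the same plate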
Target sequence (Q01959 whole entry, looked up): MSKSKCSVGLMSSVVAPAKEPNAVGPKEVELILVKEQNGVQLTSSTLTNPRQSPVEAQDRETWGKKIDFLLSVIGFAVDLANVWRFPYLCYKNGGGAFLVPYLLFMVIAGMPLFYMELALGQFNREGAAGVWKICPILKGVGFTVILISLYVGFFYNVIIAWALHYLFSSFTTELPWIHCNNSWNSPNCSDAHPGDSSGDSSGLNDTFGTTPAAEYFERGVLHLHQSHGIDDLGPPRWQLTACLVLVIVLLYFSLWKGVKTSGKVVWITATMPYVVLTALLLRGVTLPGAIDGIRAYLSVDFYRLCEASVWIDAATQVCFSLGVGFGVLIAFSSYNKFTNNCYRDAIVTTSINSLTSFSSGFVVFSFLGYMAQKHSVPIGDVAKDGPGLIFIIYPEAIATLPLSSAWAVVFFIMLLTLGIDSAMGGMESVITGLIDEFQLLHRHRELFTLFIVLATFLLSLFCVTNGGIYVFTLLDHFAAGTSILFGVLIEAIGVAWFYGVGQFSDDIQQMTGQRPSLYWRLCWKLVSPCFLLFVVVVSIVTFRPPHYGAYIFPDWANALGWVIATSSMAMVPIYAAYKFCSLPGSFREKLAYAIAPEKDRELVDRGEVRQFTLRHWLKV
H69AR inhibit – blocks growth of human H69AR lung tumor cells | AID 598 | H69AR lung tumor viability, ATP luminescence, 72 h; stronger effect = lower value | hit rate 6% among 85,000 | viability, % at 10 µM;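 active means viability at or below 40%; inactive means viability above 40%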;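 further: multidrug resistant small cell line overexpressing MRP-1 efflux transporter; 100% = mean luminescence of untreated control wells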
E coli WT exp – growth inhibitors of E. coli BW25113 wild type; hit rate 0.15% among 98,000; growth inhibition, % at 100 µM; AID 710; OD600 absorbance;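 active means growth inhibition above about 50% at one test dose, limit read from the data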;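 further: growth measured after 20 h incubation at 37 °C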
* = called active by the depositor; nt = no result given. Unless noted, no stated cut-off is given here; in the data, active means inhibition above about 30%; inactive means the rest.

SMILES	Fibroblast inh	HUVEC prolif 384	PostGolgi yeast	S1P2 blocker	PostGolgi ctrl	S1P2 ag	hDAT+cocaine	H69AR inhibit	E coli WT exp
COc1ccc(C(=O)COC(=O)[C@H](C)Nc2ccc(C(F)(F)F)cc2[N+](=O)[O-])c(OC)c1	100	106	-3	11	-2	-8	0.00051	109	-6
COc1cccc(C2=NOC(C(=O)Nc3cc(C)nn3-c3ccccc3)C2)c1OC (configuration not stated)	90	75	-2	-7	4	-3	0.81	32*	2
COc1ccc(NC(=O)C2CSC3c4ccccc4C(=O)N23)cc1 (configuration not stated)	101	98	11	7	-1	-2	-0.39	98	4
COc1ccc(C(c2c(O)cc(C)oc2=O)c2c(O)cc(C)oc2=O)cc1	nt	nt	0	24	-1	-5	-0.95	nt	-5
CCOC(=O)c1nc[nH]c1C	nt	nt	1	-18	-4	-1	-0.3	nt	-2
CCCC(c1nnnn1Cc1ccc(OC)cc1)N1CCN(c2ccccc2)CC1 (configuration not stated)	104	98	3	nt	31*	nt	-0.59	98	-16
C=CCn1c(=O)c2ccccc2n2c(SCC(=O)c3ccccc3)nnc12	99	84	-7	0	5	-3	0.014	64	-7
CC(C)c1ccc(C(=O)CSc2ncn[nH]2)cc1	97	105	-7	-5	11	1	0.39	106	3
C=CCN=C1CC(C)(C)CC(=O)/C1=C(\O)c1ccccc1	nt	nt	2	-19	5	-8	-0.31	nt	-6
O=C(Nc1nnc(SCC(=O)N2CCOCC2)s1)c1ccccc1Cl	nt	nt	7	15	13	-4	-0.33	nt	-2
CCC(C)C1C(C#N)=C(N)OC2=C1C(=O)CC(C)(C)C2 (configuration not stated)	97	94	-3	7	15	-3	-1.7	65	5
O=C(NC1CCCCC1)C(c1ccncc1)N(Cc1ccc2c(c1)OCO2)C(=O)C(F)(F)F (configuration not stated)	100	101	nt	-9	nt	-3	0.21	80	nt
COc1ccccc1Nc1nc(C2(C)CCC(=O)O2)cs1 (configuration not stated)	94	90	3	5	20	-5	-0.26	88	5
Cc1ccc(-c2c(C#N)c(N)n(-c3ccccc3)c(=O)c2C#N)cc1	nt	nt	7	4	8	-8	nt	nt	-6
O=C(c1cccc(S(=O)(=O)N2CCCCC2)c1)N1CCOCC1	101	110	1	-4	2	-4	-0.6	90	-3
COc1ccc(N2C3=[N+](CCCC3)CC2(C)O)cc1 (configuration not stated)	99	95	0	nt	3	nt	-0.033	94	-9
CCn1c(SCC(=O)N2CCCCC2)nnc1-c1ccc(S(=O)(=O)N2CCN(C)CC2)cc1	103	109	7	4	4	-5	0.067	85	1
COC(=O)C1=C(N)Oc2cc(C)n(Cc3cccnc3)c(=O)c2C1c1cccc(OC)c1OC (configuration not stated)	97	95	0	0	7	-4	-0.28	92	0
CCOC(=O)C1Cn2c(nc3c(c2=O)C2(CCCC2)Cc2ccccc2-3)S1 (configuration not stated)	92	90	-3	-11	38*	-5	0.31	80	-6
O=C(NCc1ccccc1)N1CCN(c2ccccc2F)CC1	97	92	4	14	31*	-3	-0.047	100	-10
CCN(CCNC(=O)C1CCN(S(=O)(=O)c2cccc3cccnc23)CC1)c1ccccc1	96	92	2	nt	7	nt	0.25	88	-13
COC(=O)c1cccc2c1-c1ccccc1/C2=N/O	100	45	-9	-7	47*	-7	nt	69	-1
N#CCN1C(=S)N=C(Nc2cccc(Cl)c2)C12CCCCC2	92	103	-1	-7	7	-4	-1	78	2
CC1CCCCN1CCn1c(=S)[nH]c2ncccc2c1=O (configuration not stated)	96	102	4	7	16	-7	-0.21	86	-8
CCC1C(C#N)=C(SC)NC2=C1C(=O)CC(C)(C)C2 (configuration not stated)	89	106	-5	13	6	-6	0.0046	59	-6
COc1ccc(N(C(=O)COc2ccccc2)C2C=CS(=O)(=O)C2)cc1 (configuration not stated)	nt	nt	-1	4	14	-5	-0.29	nt	-5
Cc1ccc(C2=N/C(=C\N3CCCCC3)C(=O)O2)cc1	112	94	-4	-5	7	-2	-0.089	102	3
CC(=O)NC(C)c1ccc(Cl)c(Cl)c1 (configuration not stated)	107	98	-12	11	3	-4	0.022	100	5
CC(C(=O)NC1=NCCS1)(C(F)(F)F)C(F)(F)F	nt	100	3	16	15	-4	-0.1	92	7
Cc1cccc(C)c1NC(=O)c1sccc1SCC#N	nt	nt	21	8	18	-15	-0.41	nt	-2
COc1ccccc1CNS(=O)(=O)c1cc(C)ccc1OC	93	91	6	3	10	-1	-0.029	99	3
Cc1c(C(=O)Nc2ccccn2)oc2ccccc12	89	83	4	nt	6	nt	-0.061	45	-4
CC(C)NC(=O)COC(=O)c1ccc(Cl)c(S(=O)(=O)N2CCCC2)c1	nt	nt	-3	3	32*	-7	0.1	nt	6
CC(=O)c1cccc(NC(=O)N2CCC(c3nnc(SCC(N)=O)n3C)CC2)c1	96	104	-9	0	-10	-6	0.59	95	4
N#Cc1nc(-c2ccccc2)oc1N1CCCCC1	89	89	11	nt	7	nt	-0.98	95	1
COc1cc2ccccc2cc1C(=O)OCC(=O)N1CCOCC1	103	106	6	nt	-3	nt	-0.004	100	-3
CC1(C)Cc2c(sc3nc(SCC(=O)NCc4ccco4)n(-c4ccccc4)c(=O)c23)CS1	80	80	-2	6	1	-5	2.8*	41	-7
CC(C)CCNC(=O)c1cc(-c2ccco2)nc2ccccc12	110	99	-6	-3	-2	-3	0.4	84	0
O=C(Nc1ccc(OC(F)F)c(Cl)c1)c1cccc(OC(F)F)c1	nt	nt	7	-16	14	-4	0.42	nt	34
CC1(C)CC(=O)c2sc(NC(=O)CN3CCCCC3)nc2C1	99	104	-6	20	-3	-2	0.86	95	3

Nothing new here: entries from further up.
SMILES	Fibroblast inh	HUVEC prolif 384	PostGolgi yeast	S1P2 blocker	PostGolgi ctrl	S1P2 ag	hDAT+cocaine	H69AR inhibit	E coli WT exp
O=C(Nc1ccc(OC(F)F)c(Cl)c1)c1cccc(OC(F)F)c1	nt	nt	7	-16	14	-4	0.42	nt	34
CC1(C)CC(=O)c2sc(NC(=O)CN3CCCCC3)nc2C1	99	104	-6	20	-3	-2	0.86	95	3

hDAT+cocaine, entries above that show a hit
| canonical_smiles | S1P2 blocker | S1P2 ag | hDAT+cocaine |
| --- | --- | --- | --- |
| CC1(C)Cc2c(sc3nc(SCC(=O)NCc4ccco4)n(-c4ccccc4)c(=O)c23)CS1 | 6 | -5 | 2.8* |

Reformatted bar-delimited: five of the compounds above
smiles | Fibroblast inh | HUVEC prolif 384 | PostGolgi yeast | S1P2 blocker | PostGolgi ctrl | S1P2 ag | hDAT+cocaine | H69AR inhibit | E coli WT exp
CC(C(=O)NC1=NCCS1)(C(F)(F)F)C(F)(F)F | nt | 100 | 3 | 16 | 15 | -4 | -0.1 | 92 | 7
N#CCN1C(=S)N=C(Nc2cccc(Cl)c2)C12CCCCC2 | 92 | 103 | -1 | -7 | 7 | -4 | -1 | 78 | 2
CC(C)CCNC(=O)c1cc(-c2ccco2)nc2ccccc12 | 110 | 99 | -6 | -3 | -2 | -3 | 0.4 | 84 | 0
Cc1c(C(=O)Nc2ccccn2)oc2ccccc12 | 89 | 83 | 4 | nt | 6 | nt | -0.061 | 45 | -4
CC1CCCCN1CCn1c(=S)[nH]c2ncccc2c1=O (configuration not stated) | 96 | 102 | 4 | 7 | 16 | -7 | -0.21 | 86 | -8

Later entries.
SMILES	Fibroblast inh	HUVEC prolif 384	PostGolgi yeast	S1P2 blocker	PostGolgi ctrl	S1P2 ag	hDAT+cocaine	H69AR inhibit	E coli WT exp
N=C1C(c2nc3ccccc3c(=O)[nH]2)=C(O)CN1CCO	103	93	3	3	0	-6	-0.99	93	7
CCCCn1c(=O)[nH]c(=O)c2c1nc(COc1ccc(C#N)cc1)n2CCC	89	86	12	-14	5	-6	-0.11	81	-6
CCC(c1nnnn1C(C)(C)C)N1CCN(c2cc(Cl)ccc2C)CC1 (configuration not stated)	99	102	-8	-9	28	-6	-0.026	100	-8
Cc1ccc(S(=O)(=O)N/N=C\c2cc([N+](=O)[O-])ccc2Cl)cc1	nt	nt	2	-7	2	-11	-0.36	nt	3
Cn1c(-c2ccccc2Br)n[nH]c1=S	108	93	nt	-13	nt	-3	0.41	103	nt
O=C(NCc1cccs1)C1CCC(CNS(=O)(=O)c2ccc(Br)s2)CC1 (configuration not stated)	98	99	0	6	3	-7	-0.17	85	-15
COc1ccccc1C(=O)Nc1ccccc1N1CCN(S(C)(=O)=O)CC1	91	86	0	6	2	-3	0.65	94	3
COc1ccc2cc(C)c3nnc(SCC(=O)Nc4nc(-c5ccccc5)cs4)n3c2c1	nt	nt	-1	-1	7	-6	-0.76	nt	-8
CC1=CCC(C(=O)O)(C(=O)N/N=C/c2cccs2)C(c2ccc(F)cc2)C1 (configuration not stated)	101	95	-5	4	5	-5	0.039	94	-13
COc1ccc(C(=O)Cn2nnc(-c3ccccc3NC(=O)C(F)(F)F)n2)cc1	105	95	-11	0	-8	-4	0.77	78	-1
CCOC(=O)c1cnc2ccc(OC)cc2c1Nc1ccc2c(c1)OCCO2	nt	nt	9	-11	15	-2	-0.13	nt	-4
CN(C)c1ccc(NC(=O)Nc2ccc3snnc3c2)cc1	103	93	-2	9	-7	-2	0.071	79	-11
CC(=O)c1cnc(Nc2ccccc2)s1	97	95	-1	-13	-4	-3	-0.21	85	12
O=C1c2ccccc2C(Nc2ccc3c(c2)OCCO3)N1Cc1ccc2c(c1)OCO2 (configuration not stated)	93	90	-4	15	15	-6	0.32	102	-19
CCCC(=O)Nc1cc(-c2nc3ncccc3o2)ccc1C	103	96	nt	10	nt	-5	0.75	82	nt
C=CCOC(=O)C1=C(C)N(C)C(=O)NC1c1cc2c(cc1Br)OCO2 (configuration not stated)	99	101	-2	nt	7	nt	-0.85	90	6
CC1CCC(Nc2nnnn2-c2ccccc2)CC1 (configuration not stated)	nt	nt	2	2	4	0	0.37	nt	-5
Cc1nc2nc(SCC(=O)N3CCOCC3)nn2c(C)c1Cc1c(F)cccc1Cl	94	96	-22	nt	4	nt	0.62	54	-5
O=C(NC12CC3CC(CC(C3)C1)C2)C1CC(=O)N(c2ccccc2)C1 (configuration not stated)	95	106	nt	-13	nt	-6	-0.9	86	nt
COc1nc(-c2ccccc2)ccc1-c1noc(-c2cccnc2)n1	101	80	-5	2	9	-2	0.25	50	-5

Source: PubChem
